Compound activity (PubChem)
GPR7 antagonist: GPR7 receptor antagonists, primary screen, cell-based, fluorescence, single concentration; AID 1861, 2009; 1.1% of 290,000 active; GPR7-expressing cells, fluorescence antagonist assay; inhibition, % at 4.4 µM; Neuropeptides B/W receptor type 1 (Homo sapiens), P48145; in the data active means inhibition above about 16%, passing the limit was not always enough;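 further: cells stimulated with the agonist NPW; 0% = agonist with vehicle and 100% = vehicle without agonist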
OXTR ag: human OXTR agonists, primary screen, fluorescence, CHO-OTR cells, Fluo-8 calcium | Fluo-8 calcium fluorescence; normalized: DMSO 0%, oxytocin 100% | activation, % at 3 µM | 0.32% of 320,000 active | AID 2435, 2010 | Oxytocin receptor (Homo sapiens), P30559;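 active means activation above the mean of all tested compounds plus 3 SD, cutoff set per screening run, cut at about 20% in these data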;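 further: peak over basal fluorescence ratio from a 100 s FLIPR kinetic read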
Target sequence (P30559 whole entry, looked up): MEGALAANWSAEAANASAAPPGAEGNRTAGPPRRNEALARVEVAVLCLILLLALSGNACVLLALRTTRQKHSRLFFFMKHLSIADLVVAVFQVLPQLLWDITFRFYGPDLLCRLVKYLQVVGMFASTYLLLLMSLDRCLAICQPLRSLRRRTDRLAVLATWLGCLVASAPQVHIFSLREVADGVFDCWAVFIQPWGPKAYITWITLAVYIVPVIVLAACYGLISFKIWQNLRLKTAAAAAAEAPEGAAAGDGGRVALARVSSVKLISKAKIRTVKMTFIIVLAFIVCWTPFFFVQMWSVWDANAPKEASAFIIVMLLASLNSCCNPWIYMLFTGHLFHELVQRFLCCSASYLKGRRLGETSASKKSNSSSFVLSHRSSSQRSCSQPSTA
MEKK2mut PB1 HTS: MEK5 binding signal on mutant MEKK2 PB1, primary screen, biochemical, multiplex bead flow cytometry, Alexa488-MEK5. Alexa488-MEK5 binding to MEKK2 mutant. percent response, % at 10 µM. 0.35% of 290,000 active. AID 1530, 2009; in the data active means percent response above about 24%, passing the limit was not always enough; further: inactives centre near 1; some results filed as inactive read as strong as hits
GalR3 antagonist: GalR3 antagonists in HEK293 cells, primary screen, cell-based, fluorescence readout; Galanin receptor type 3 (Homo sapiens), O60755; HEK293 GalR3-CNG cAMP membrane potential fluorescence; galR3 body fused to GalR1 C-terminus; inhibition, % at 3 µM; 0.44% of 360,000 active; AID 651719, 2012;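 active means inhibition above the screen-wide average plus 3 SD, cut at about 13% in these data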;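 further: forskolin and galanin both at EC90 stimulate the cells; cAMP rise reported by CNG channel membrane potential dye signal; 0% = forskolin plus galanin with DMSO and 100% = forskolin alone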
PfM18AAP inh: PfM18AAP inhibitors, malaria aminopeptidase, primary screen, biochemical, QFRET, recombinant enzyme; H-Glu-NHMec fluorogenic cleavage; 1.2% of 290,000 active; inhibition, % at 7.35 µM;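 active means inhibition above the campaign mean inhibition over all tested compounds plus 3 SD, cut at about 28% in these data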;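 further: 0% = plate median of test compound wells and 100% = 2 mM ZnCl2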
MEKK2wt PB1 HTS: modulators of MEK5 binding to wildtype MEKK2, primary screen, biochemical, multiplex bead flow cytometry, Alexa488-MEK5. Alexa488-MEK5 binding to MEKK2 WT; actives lie on both sides. binding response (% of control), % at 10 µM. 1.1% of 290,000 active; in the data active means binding response below about 67% or above about 130%
NALP1 inh: NALP1 inflammasome inhibitors in reconstituted yeast, colorimetric, S. cerevisiae, triplicate retest. S. cerevisiae NALP1/ASC/caspase-1 growth, X-gal OD620, 72 h. AID 2071, 2009. 0.61% of 280,000 active. inhibition, % at 10 µM; in the data active means inhibition mostly above about 24%, no sharp cut-off; inactive means mostly below about 32%; further: some compounds called inactive have numbers as strong as hits
V1aR counter: agonists of human V1a receptor, primary screen, counter-screen for OXTR agonist project, fluorescence, CHO-V1R cells; 0.25% of 320,000 active; activation, % at 3 µM; Fluo-8 calcium fluorescence, agonist mode; 0% DMSO, 100% 3 nM vasopressin; Vasopressin V1a receptor (Homo sapiens), P37288;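 active means activation above the mean activation of all tested compounds plus 3 SD, per screening run, cut at about 20% in these data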;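 further: signal is peak over basal fluorescence ratio across a 100 second FLIPR read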
Target sequence (P37288 whole entry, looked up): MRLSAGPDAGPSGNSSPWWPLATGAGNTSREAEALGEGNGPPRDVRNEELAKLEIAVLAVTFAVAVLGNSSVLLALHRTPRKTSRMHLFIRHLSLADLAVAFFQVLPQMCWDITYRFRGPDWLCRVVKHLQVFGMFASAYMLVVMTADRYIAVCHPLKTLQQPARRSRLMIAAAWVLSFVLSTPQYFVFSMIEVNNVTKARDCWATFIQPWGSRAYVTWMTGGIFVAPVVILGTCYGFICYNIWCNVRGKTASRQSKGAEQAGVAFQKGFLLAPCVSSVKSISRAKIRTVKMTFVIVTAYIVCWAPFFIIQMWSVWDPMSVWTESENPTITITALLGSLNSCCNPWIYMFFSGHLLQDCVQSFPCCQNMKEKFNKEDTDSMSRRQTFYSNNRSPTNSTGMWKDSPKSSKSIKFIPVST
OXTR potentiate: human OXTR potentiators, primary screen, fluorescence, CHO-OTR cells, Fluo-8 calcium; Fluo-8 calcium fluorescence, potentiator mode; 0% = oxytocin EC15, 100% = EC100; activation, % at 3 µM; 0.061% of 320,000 active; AID 2445, 2010;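 active means activation above that plate's cutoff, the mean activation of tested compounds plus 3 SD, cut at about 6.6% in these data, passing the limit was not always enough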;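 further: 100% uses oxytocin at 75 nM as the full agonist control; some results filed as inactive read as strong as hits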
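System: human OTR in CHO cells; Also added: sub-maximal oxytocin, roughly EC15; Timing: compound 6 min at room temperature before oxytocin, 100 s read; Technique: Fluo-8 intracellular calcium fluorescence, ex 470-495, em 515-575 nm; Controls: oxytocin EC15 low and EC100 high; Replication: singlicate.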
Active calls of the source: *; x = not tested or not shown.

No.	molecule	GPR7 antagonist	OXTR ag	MEKK2mut PB1 HTS	GalR3 antagonist	PfM18AAP inh
1	O=C1CC2(CCN(C(=O)c3ccc(F)cc3)CC2)Oc2ccccc21	x	1.5	x	-4	x
2	FC(F)(F)c1ccc(CN2C[C@@H]3C(c4ccc(C(F)(F)F)cc4)C4(c5cccnc5)CC3(C4)[C@H]2c2ccccc2)cc1 (stereo partly specified)	x	0.7	8	-5	x
3	O=C(O)CN1C(=O)NC2(CCCc3ccccc32)C1=O (stereo unspecified)	-6	0.8	2	-7	3
4	C/C(=N\NC(=O)CSc1nc2ccccc2o1)c1cccc(O)c1	-11	0.6	0	-3	11
5	CCOC(=O)c1c(NC(=O)Nc2ccccc2)sc(C)c1C	0	-2.4	11	-6	4
6	Cc1nn(CSc2c(F)c(F)c(F)c(F)c2F)c(C)c1[N+](=O)[O-]	x	-0.8	x	-7	x
7	CN1C(=O)C(=O)/C(=C(/O)c2ccccc2)C1c1ccc(Br)cc1 (stereo unspecified)	-15	x	6	-3	-2
8	CC(=O)NC(=C(Cl)Cl)S(=O)(=O)c1ccccc1	-17	1.1	-7	-8	6
9	CC(C)(C)c1cc(P(=O)(c2ccccc2)c2ccccc2)ccc1O	-10	-2.4	7	-12	6
10	COc1ccc(/C=C(\C#N)C(=O)NC2CCS(=O)(=O)C2)cc1OC (stereo unspecified)	-10	-0.4	3	2	2
11	Cc1ccc(F)cc1NC(=O)CCc1c(C)[nH]c(=O)c(C#N)c1C	-3	1.4	-3	-4	-13
12	CCOC(=O)c1ccc(P(=O)(c2ccccc2)c2ccccc2)cc1	-5	-1.4	10	-9	4

No.	MEKK2wt PB1 HTS	NALP1 inh	V1aR counter	OXTR potentiate
1	x	x	0.9	-14
2	93	x	1.2	-4
3	103	0	1.2	0
4	102	x	0.6	-6
5	103	1	-1.4	-12
6	x	x	-1.0	2
7	111	7	x	x
8	100	-15	0.3	-5
9	96	-6	-1.7	-2
10	93	28	-0.5	-9
11	99	6	0.1	-6
12	108	4	-0.2	2

Next section
No.	molecule	GPR7 antagonist	OXTR ag	MEKK2mut PB1 HTS	GalR3 antagonist	PfM18AAP inh
13	CCn1c(CN2CCOCC2)nnc1SCC(=O)Nc1ccc(C(C)=O)cc1	-11	1.7	11	-1	8
14	C=CCOC(=O)C1=C[C@@H](c2ccc(Br)cc2)[C@H](CCCO)[C@@H](OCC)O1	-8	-1.9	3	-5	2
15	CCN(CC)S(=O)(=O)c1ccc(C(=O)Nc2cc(C)cc(C)c2)cc1	-22	-0.3	6	-8	1
16	CC(C)(C)NC(=O)C(c1ccncc1)N(C(=O)Cn1nnc(-c2ccc(F)cc2)n1)c1ccccc1F (stereo unspecified)	-14	x	-10	-3	1
17	O=C(NCc1csc(-c2cccs2)n1)C1CCCCC1	-13	-2.2	2	-1	-9
18	CC(OC(=O)CCCN=C1NS(=O)(=O)c2ccccc21)C(=O)c1ccccc1 (stereo unspecified)	x	36*	x	-5	x
19	CN(CC(=O)Nc1cccc(F)c1)C(=O)c1ccc2c(c1)S(=O)(=O)N=C1CCCCCN12	x	0.1	x	-1	x
20	Nc1nc(SCC(=O)NC2CCCCC2)n[nH]1	-13	0.4	-2	-2	2
21	Cc1c(N(C)C(=O)c2ccc3c(c2)OCO3)c(=O)n(-c2ccccc2)n1C	-11	0.1	4	-3	3
22	Cc1ccc(-c2csc(NC(=O)CN3C(=O)CCC3=O)n2)cc1	-2	0.8	4	-8	-2
23	CCOC(=O)N1CCN(S(=O)(=O)c2ccc3c(c2)SCC(=O)N3)CC1	4	9.5	x	-4	5
24	OC1(c2ccccc2)Cc2cccc[n+]2C1c1ccccc1 (stereo unspecified)	-11	0.2	9	-1	4

No.	MEKK2wt PB1 HTS	NALP1 inh	V1aR counter	OXTR potentiate
13	114	-3	0.9	-3
14	101	17	-0.2	-11
15	107	-6	-0.9	-8
16	86	-2	x	x
17	110	16	0.6	7
18	x	x	34*	-20
19	x	x	1.5	-6
20	104	23	1.1	-6
21	92	-30	-0.4	7
22	102	-9	0.1	-4
23	x	8	5.3	-13
24	107	x	-0.1	-3

The list continues.
No.	molecule	GPR7 antagonist	OXTR ag	MEKK2mut PB1 HTS	GalR3 antagonist	PfM18AAP inh
25	O=C(CSc1nnc(CCc2ccccc2)n1-c1ccc(Cl)cc1)c1ccccc1	-5	-0.3	6	-8	-2
26	c1ccc(NC2=NCCN2CC2CCCCC2)cc1	x	0.3	x	-6	x
27	Nc1nonc1-n1nnc(C(=O)N/N=C/c2cccnc2)c1CSc1ccccc1	0	9.8	-5	-8	4
28	CCc1ccc2oc(=O)cc(CN3CCN(Cc4ccccc4)CC3)c2c1	-8	-1.0	10	-3	14
29	O=C(c1cc(-c2ccncc2)nc2ccccc12)N1CCN(c2ccc(N3CCOCC3)nn2)CC1	-7	1.9	x	-5	-3
30	COc1cc(CNc2nc3ccccc3s2)cc(OC)c1OC	-12	1.1	14	-10	-2
31	CCc1ccc(-c2c(C)sc(NC(=O)C3CCC3)c2C#N)cc1	5	-0.2	-2	0	3
32	Cc1c(N/C(=N/S(=O)(=O)c2ccc(F)cc2)c2ccccc2)c(=O)n(-c2ccccc2)n1C	-8	1.9	2	-5	0
33	Cc1cc(C)cc(N(CCC#N)C(=O)COC(=O)CCc2c[nH]c3ccccc23)c1	x	6.2	x	-2	x
34	COc1ccc(NC(=O)CN(C)C(=O)c2ccc3[nH]c4c(c3c2)CC(C)CC4)cc1 (stereo unspecified)	x	1.3	x	-2	x
35	CC1CC(C)CN(CCCNC(=O)C2CCN(S(=O)(=O)N3CCCCC3)CC2)C1 (stereo unspecified)	-7	5.0	10	-3	0
36	COc1ccc(NC(=O)CN(C)C(=O)c2c(C)nn(-c3ccccc3)c2Cl)cc1	x	-1.7	x	-4	x

No.	MEKK2wt PB1 HTS	NALP1 inh	V1aR counter	OXTR potentiate
25	102	20	0.5	-8
26	x	x	-0.8	-11
27	97	26	15	-7
28	107	14	-0.3	-15
29	x	-27	0.0	-7
30	110	1	3.2	-10
31	96	17	0.7	-3
32	99	3	1.1	7
33	x	x	4.5	-11
34	x	x	5.3	-8
35	118	4	0.6	-11
36	x	x	-0.1	-2

Further compounds.
No.	molecule	GPR7 antagonist	OXTR ag	MEKK2mut PB1 HTS	GalR3 antagonist	PfM18AAP inh
37	C=CCN1CCN(C(=O)c2ccc3c(c2)OCO3)CC1	-10	0.8	6	-3	-1
38	Cc1nc(NS(=O)(=O)c2cccc([N+](=O)[O-])c2)sc1C(C)(C)C	-12	-0.3	6	-10	6
39	COCCCN(Cc1ccccn1)S(=O)(=O)Cc1ccccc1	-12	0.4	-1	5	5
40	COc1ccc(C(=O)Nc2ncc(C)s2)cc1S(=O)(=O)N1CCCC1	9	-0.1	-8	-1	5
41	CCC(C)n1c(SCc2ccc([N+](=O)[O-])cc2)nc2ccsc2c1=O (stereo unspecified)	25*	-0.7	1	0	7
42	CCOC(=O)N1CCN(C(=O)c2ccccc2NC(=O)COc2ccccc2C)CC1	-5	0.9	x	x	-1
43	COC(=O)c1ccccc1NC(=S)NC(=O)COc1ccc(C(C)C)cc1	1	7.4	-1	-1	-4
44	COc1ccc(S(=O)(=O)N2CCCCC2C(=O)O)cc1OC (stereo unspecified)	3	1.1	4	-4	3
45	CC(=O)Nc1ccc(S(=O)(=O)N(C)C2CCN(C)CC2)cc1	-14	0.5	2	4	-9
46	COc1ccc(-c2nn3c(=O)c(C)nnc3s2)cc1	2	x	5	x	-8
47	Cc1ccc(C2(c3noc(CN(C)CCCN4CCOCC4)n3)CCCC2)cc1	3	0.1	-2	-5	-4
48	O=C(COc1ccc(Cl)cc1)Nc1c(-c2cccs2)nc2ccccn12	2	2.9	4	-1	1

No.	MEKK2wt PB1 HTS	NALP1 inh	V1aR counter	OXTR potentiate
37	111	4	-0.4	3
38	101	2	1.8	-9
39	101	6	0.1	-15
40	93	-23	1.0	-8
41	100	21	-1.1	-11
42	x	17	0.8	-3
43	98	11	4.8	-11
44	102	-4	0.7	-4
45	106	11	0.5	-7
46	103	2	x	x
47	107	10	0.1	5
48	103	14	1.4	-7

Further structures
No.	molecule	GPR7 antagonist	OXTR ag	MEKK2mut PB1 HTS	GalR3 antagonist	PfM18AAP inh
49	O=C1CCN(Cc2ccccc2)CCN1[C@H](COc1ccccc1)Cc1ccccc1	-5	-2.5	-5	-8	-1
50	NC(=O)NCC1CC1	-12	0.1	12	-4	14
51	O=C(Nc1ccccc1C(=O)N1CCCCC1)c1cc(F)c(F)cc1Cl	13	-1.0	-5	1	-8
52	CSc1nc(NCCCN(C)C)c2c3c(sc2n1)CN(C)CC3	-1	x	30*	-5	29*
53	Cc1cccc(S(=O)(=O)NCCC(=O)OCC(=O)Nc2ccc(C#N)cc2)c1	-7	2.5	-2	-3	-6
54	COc1ccc(OC)c(/C=C(\NC(=O)c2ccccc2)C(=O)N/N=C/c2ccc(C)s2)c1	-11	3.1	-7	0	1
55	O=C(CCC1CCCCC1)NCCN1C2=NC[C@H](Cc3ccccc3)N2C[C@H]1Cc1ccc(O)cc1	29	0.3	37	-7	-3
56	c1ccc(CCn2nnnc2C(c2cccnc2)N2CCOCC2)cc1 (stereo unspecified)	-5	0.0	-9	-6	4
57	CN1CCN(C(=O)CCc2ncc(C(F)(F)F)cc2Cl)CC1	-11	-0.6	-1	0	2
58	COCCN1CCN(c2c(C)c(C)nc3cc(-c4cccc(OC)c4)nn23)CC1	x	-0.1	x	-4	x

No.	MEKK2wt PB1 HTS	NALP1 inh	V1aR counter	OXTR potentiate
49	107	6	-0.7	-3
50	109	-8	0.0	-9
51	94	-62	-0.9	-12
52	138*	4	x	x
53	102	7	5.0	-12
54	92	3	1.4	3
55	163*	12	0.8	2
56	82	-6	0.7	-7
57	102	4	1.1	0
58	x	x	0.2	-3

Reformatted with values under each structure: 4 of the compounds above.
Value order: GPR7 antagonist | OXTR ag | MEKK2mut PB1 HTS | GalR3 antagonist | PfM18AAP inh | MEKK2wt PB1 HTS | NALP1 inh | V1aR counter | OXTR potentiate
(51) O=C(Nc1ccccc1C(=O)N1CCCCC1)c1cc(F)c(F)cc1Cl
    13 | -1.0 | -5 | 1 | -8 | 94 | -62 | -0.9 | -12
(52) CSc1nc(NCCCN(C)C)c2c3c(sc2n1)CN(C)CC3
    -1 | x | 30* | -5 | 29* | 138* | 4 | x | x
(53) Cc1cccc(S(=O)(=O)NCCC(=O)OCC(=O)Nc2ccc(C#N)cc2)c1
    -7 | 2.5 | -2 | -3 | -6 | 102 | 7 | 5.0 | -12
(54) COc1ccc(OC)c(/C=C(\NC(=O)c2ccccc2)C(=O)N/N=C/c2ccc(C)s2)c1
    -11 | 3.1 | -7 | 0 | 1 | 92 | 3 | 1.4 | 3
